High-throughput results as filed in PubChem BioAssay.
ER stress death = protection against thapsigargin ER stress killing – CSM14.1 cells, ATP luminescence, primary screen; CSM14.1 thapsigargin ER stress survival; relative survival (cellular ATP), % at 15 µg/mL (by protocol); 0.33% of 48,000 active;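 active means survival measured by cellular ATP above 50% at 15 µg/ml in the first screen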;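 further: cell death triggered by about 15 µM thapsigargin; ATP read 24 h after thapsigargin was added; plate controls were thapsigargin with DMSO for no effect and DMSO without thapsigargin for full effect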
* marks the source's active call; other numbers are inactive results. These rows are one share of the data. The share of hits here may be higher or lower than overall.

SMILES	ER stress death
O=C(Nc1ccc([N+](=O)[O-])cn1)C1CC1c1ccccc1 (stereo not drawn)	3
Cc1cc(/C=N/NC(N)=S)c(C)n1-c1cccc([N+](=O)[O-])c1	0
Cc1cc(OCC(=O)Nc2sc3c(c2C(N)=O)CCC(C)C3)ccc1Cl (stereo not drawn)	2
CC(C)c1ccc(NC(=O)C(=O)NCC2CCNCC2)cc1	-12
CC(=O)NC1=NN(C(C)=O)C(C)(CCS(=O)(=O)c2ccc(Br)cc2)S1 (stereo not drawn)	4
CCc1noc(-c2[nH]c3ccccc3c2C(=O)C(=O)N(C)C)c1C	-4
COc1cccc(C2/C(=C(\O)c3ccccc3)C(=O)C(=O)N2c2cccnc2)c1 (stereo not drawn)	2
COc1ccc(-n2c(O)c(C=Nc3cccc(Cl)c3)c(=O)[nH]c2=O)cc1	-12
CC(NC(=O)c1ccc([N+](=O)[O-])cc1)C1C2CC3CC(C2)CC1C3 (stereo not drawn)	4
Cc1cc(C)c(C(=O)/C=C/c2cccc([N+](=O)[O-])c2)cc1C	-5
Cn1ccnc1SCC(=O)c1ccc(O)c(O)c1	14
COc1ccc(/C=N/Nc2nnc(-c3ccccc3)c(-c3ccccc3)n2)cc1	11
COc1cc(Br)c(CNc2cccc(C)c2)cc1OC	7
COc1cc2c(=O)c3ccccc3sc2c(OC)c1OC	6
COc1ccc(S(=O)(=O)N2CCN(Cc3ccc(C)cc3)CC2)cc1	-2
COC(=O)c1nn2c(C(F)(F)F)cc(-c3ccccc3)nc2c1Br	3
C=CCNC(=S)NNC(=O)c1ccccc1Br	0
N#CC1=C(N)Oc2c(sc3ccccc23)C1c1ccc(Br)o1 (stereo not drawn)	3
CN(C)c1cccc(NC(=O)C(c2ccccc2)c2ccccc2)c1	-3
O=C1C2C3C=CC(C3)C2C(=O)N1Nc1ccccc1 (stereo not drawn)	1

Reprinted from the part before: 2 compounds, then new ones.
SMILES	ER stress death
CN(C)c1cccc(NC(=O)C(c2ccccc2)c2ccccc2)c1	-3
O=C1C2C3C=CC(C3)C2C(=O)N1Nc1ccccc1 (stereo not drawn)	1
COc1cc(/C=N/N=C2c3ccccc3-c3ccccc32)cc(OC)c1OC	15
O=C(/C=C/c1ccc2c(c1)OCO2)NCCSCc1cccc(Cl)c1	4
CCOc1ccc(/C=N/N2CCN(Cc3ccc(Cl)cc3)CC2)cc1OC	4
CC(=O)OC(OC(C)=O)C12C=CC(O1)C1C(=O)N(c3cccc([N+](=O)[O-])c3)C(=O)C12 (stereo not drawn)	2
COc1ccc(C2=NN(C(=O)CCC(=O)O)C(c3ccc(Br)cc3)C2)cc1 (stereo not drawn)	-2
Cc1ccccc1NC(=O)/C(=C\c1ccccc1Cl)NC(=O)c1ccccc1	2
COc1cc(/C=C2/C(=O)NN(c3ccc(C)c(C)c3)C2=O)cc([N+](=O)[O-])c1O	1
C/C(CC(=O)Nc1cccc2c1CCCC2)=N\NC(=O)C(=O)NC1CCCCC1	3
CCOc1ccccc1NC(=O)CN(c1ccc(C)c(Cl)c1)S(C)(=O)=O	3
CCOC(=O)C1(C)C(Br)=C(O)C(=O)N1c1ccccc1 (stereo not drawn)	10
COc1ccc(Nc2nc(-c3cc4cc(OC)ccc4oc3=O)cs2)cc1	-5
COc1cc(/C=C(/C#N)C(=O)Nc2cccc(Br)c2)c([N+](=O)[O-])cc1OC	-3
CC(=O)Nc1ccccc1C(=O)N1CCN(Cc2ccccc2)CC1	18
CC(C)CN1C(=O)/C(=C/c2ccc(C(C)(C)C)cc2)SC1=S	2
O=C(c1cc2cc([N+](=O)[O-])ccc2oc1=O)N1CCN(C/C=C/c2ccccc2)CC1	18
COc1ccc(C2CC(=O)C3=C(C2)Nc2ccccc2NC3c2ccc(O)c([N+](=O)[O-])c2)cc1OC (stereo not drawn)	1
CCOc1ccc(C2=C/C(=C/c3ccc(Br)o3)C(=O)O2)cc1	4
O=[N+]([O-])c1ccc(NCCNS(=O)(=O)c2ccccc2)c(Cl)c1	6
O=C(Nc1ccc(Cl)cc1)c1ccc(CN2CCN(c3ccccc3)CC2)cc1	0
COc1ccc(-c2cc(C(=O)NN)c3cc(Br)ccc3n2)cc1	-2

Some of these compounds in order of molecular weight, largest number first.
SMILES	ER stress death
COc1ccc(C2=NN(C(=O)CCC(=O)O)C(c3ccc(Br)cc3)C2)cc1 (stereo not drawn)	-2
O=C(Nc1ccc(Cl)cc1)c1ccc(CN2CCN(c3ccccc3)CC2)cc1	0
CN(C)c1cccc(NC(=O)C(c2ccccc2)c2ccccc2)c1	-3

The list goes on.
SMILES	ER stress death
COC(=O)C1=C(C)N=c2s/c(=C\c3ccc(-c4ccccc4C(=O)O)o3)c(=O)n2C1c1ccccc1 (stereo not drawn)	1
CCOC(=O)C(=C/C(C)=C/c1ccco1)C(=O)OCC	2
CC(NC(=O)C(=O)NCCN1CCN(C(=O)c2ccc([N+](=O)[O-])cc2)CC1)c1ccccc1 (stereo not drawn)	1
C/C(=N\NC(=O)c1cc(C2CC2)[nH]n1)c1ccc(Cl)cc1	13
O=C(Nc1ccc(OC(F)(F)F)cc1)c1ccccc1Br	-1
COc1cc(/C=C2/SC(=S)N(CCC(=O)NC34CC5CC(CC(C5)C3)C4)C2=O)cc(OC)c1OC	5
CC(C)(C)NC(=O)C1CN(S(=O)(=O)c2ccccc2)CCN1S(=O)(=O)c1ccccc1 (stereo not drawn)	4
O=c1c(=N/Nc2ccccc2)/c(=N\Nc2ccccc2)c2ccccc12	6
O=C1NC(=S)N(c2ccc(Cl)cc2)C(=O)/C1=C/c1ccc(-c2ccc(C(=O)O)cc2)o1	2
COc1ccc(-c2cc(=O)n(-c3ccc(Oc4ccccc4)c(S(=O)(=O)O)c3)[nH]2)cc1	2
O=C(Nc1ccc([N+](=O)[O-])cc1)/C(=C\c1ccc(Br)cc1)NC(=O)c1ccco1	0
COc1ccc(C2NC(=O)NC(C)=C2C(=O)Nc2ccccc2C)cc1OC (stereo not drawn)	7
Cc1ccc(C(=O)N/C(=C/c2ccccc2Cl)C(=O)NN)cc1	1
Cc1cccc(C=Nc2cc(Cl)ccc2O)c1O	16
Cc1ccc(/C(N)=N/OC(=O)c2ccc(Cl)cc2Cl)cc1	-3
C=CCNC(=O)C(=O)Nc1ccccc1OC	-1
COc1cc(/C=C2\C(=O)NN(c3ccccc3)C2=O)ccc1OCc1ccccc1F	9
COc1ccc(NC2=NC3(CCCC3)N=C(N)N2)cc1	2
C=C(Br)Cn1c(SCC)nc2ccccc21	4
CC1(C)c2ssc(=S)c2-c2ccccc2N1C(=O)c1ccccc1	1
O=C(c1ccc(Br)cc1)N1CCN(c2nc3ccc([N+](=O)[O-])cc3s2)CC1	1
CCCN1C(=O)/C(=C2\SC(=S)N(CCC(=O)O)C2=O)c2ccccc21	-2
Cc1nn(C(=O)C23CC4CC(CC(C4)C2)C3)c(C)c1Sc1ccc([N+](=O)[O-])cc1	7
O=C1N=C(N2CCOCC2)S/C1=C\c1cccnc1	1
COc1cc(/C=C2\N=C(c3ccccc3)OC2=O)cc(Br)c1OCc1c(C)no[n+]1[O-]	5
COc1ccccc1N1CCN(/N=C\c2cccc(O)c2)CC1	-2
CCCCOC(=O)c1ccc(NC(=O)c2cccc([N+](=O)[O-])c2)cc1	5
CC(C)(C)NCCCCOc1ccc2ccccc2c1	-11
COC(=O)Cn1cnc(=O)c(C#N)c1C	13
Cc1cc(C=O)c(C)n1-c1ccc(Br)c2ccccc12	-3
CC(=O)Nc1ccc(S(=O)(=O)N/N=C/c2cccnc2)cc1	6
Cc1ccc(C(=O)Nc2ccc(Oc3ccccc3)cc2)o1	-3
COc1ccccc1/C=C/C=N\N1CCN(c2ccccc2OC)CC1	4
O=C(CSc1nnc(-c2sc3ccccc3c2Cl)n1-c1ccccc1)c1ccc(F)cc1	8
COc1ccccc1CNS(=O)(=O)c1ccc(NC(C)=O)cc1	9
CN1CCN(C(=O)C(=O)Nc2cccc3ccccc23)CC1	3
CCOc1ccc(OCC)c(S(=O)(=O)n2cc(C)nc2CC)c1	1
CN(C)C(=O)COc1cc2oc(=O)c3c(c2cc1Cl)CCCC3	2
COc1ccc(OC)c(NC(=O)c2ccc(Cl)c(Cl)c2)c1	13
NC(N)=N/N=C/c1ccccc1OCc1ccc(Cl)cc1	-27
CC(C)(C)c1cc(C(C#N)C#N)c(C(C)(C)C)c(O)c1O	0
CCOC(=O)C(C(=O)OCC)C(C)C#CCN(CC)CC (stereo not drawn)	-1
CCCCOCP(=O)(c1ccccc1)c1ccccc1	9
O=C1C(c2ccccc2)=NOC12CCCC2	6
CCOc1ccc2nc(SCC(=O)OC)[nH]c2c1	3
CC(/C=C(/C#N)C(=O)Nc1ccc(Cl)cc1)=C\c1ccccc1	6
CCCN1C(=O)c2ccccc2NC1c1ccc(-c2ccccc2[N+](=O)[O-])o1 (stereo not drawn)	11
Cc1ccc(C(=O)Nc2cccc(NC(=O)c3ccco3)c2)cc1C	0
O=C(c1ccccc1F)N1CCN(Cc2ccc(Cl)cc2)CC1	2
CN(C)CC(=O)N1c2ccccc2CCc2ccc(NC(=O)c3ccccc3)cc21	-3
O=C(O)c1ccccc1-c1ccccc1C(=O)NCCc1ccccc1	2
Cc1occc1C(=O)Nc1nc2ccc(S(C)(=O)=O)cc2s1	-2
CCCCOC(=O)c1cccc(C(=O)O)n1	2
COc1ccc(C(=O)Nc2ccccc2)cc1NC(=O)COc1ccc(F)cc1	16
Cc1cc(N2C(=O)c3ccc(Oc4ccc([N+](=O)[O-])cc4)cc3C2=O)no1	4
CC(=O)Oc1ccc(NC2=C(Cl)C(=O)c3ccccc3C2=O)cc1	7
Cc1ccc(C(=O)N/C(=C\c2ccc(Cl)cc2)C(=O)NCCCN2CCOCC2)cc1	-2
O=C(/C=C/Nc1ccc(F)cc1)c1ccc(Br)cc1	9
COc1ccc(S(=O)(=O)N(CC(=O)N2CCCC2)Cc2ccccc2)cc1OC	7
Cc1ccc(-c2n[nH]c3nc(C)cc(=O)n23)cc1	-4

Next section.
SMILES	ER stress death
O=C(/C=C/NCc1ccccc1)c1ccc(Cl)cc1	1
O=C(c1cccnc1)N(Cc1ccccc1)Cc1ccccc1	2
COc1ccc(N2C(=O)NC(=O)/C(=C/c3cc4c(cc3Br)OCO4)C2=O)cc1	7
Cc1nc(C)c(/C(O)=C/c2nc3ccccc3oc2=O)s1	-3
C=CCNC(=S)N1CCN(CCNC2=CC(=O)CC(C)(C)C2)CC1	8
COc1cc(-c2nnc3ccc4ccccc4n23)ccc1OCc1ccccc1	2
O=[N+]([O-])c1ccc(C=Nc2ccc(Br)cc2)o1	-7
Cc1onc(-c2c(Cl)cccc2Cl)c1C(=O)Nc1nncs1	1
Cc1ccc(NC(=O)CC2CCCCC2)cc1	-4
O=C(c1cccc(Cl)c1)N1CCN(c2ccccn2)CC1	2
Cc1cc([N+](=O)[O-])cc2c1NC(=O)C2=O	-10
CC(C)Oc1cc2oc(=O)cc(-c3ccccc3)c2cc1Cl	13
CCCn1c(C(O)(c2ccccc2)c2ccccc2)nc2ccccc21	8
O=C(COc1ccc(Br)cc1)Nc1ccc(N2CCOCC2)cc1	9
COC(=O)C(C(=O)OC)C(=O)c1ccc(C)cc1	3
CCN1C(=O)/C(=C\c2ccccc2OCCOCCOc2ccc(C)cc2)SC1=S	8
O=C(Nc1nc(-c2ccc(Cl)cc2)cs1)c1ccc(S(=O)(=O)N2CCOCC2)cc1	5
Cc1ccc(N=Cc2ccc(Br)s2)cc1[N+](=O)[O-]	1
COc1ccc(/C(C)=N/NC(=O)c2cccc(Cl)c2)c(OC)c1	-6
Cc1cc(C(=O)c2ccccc2)c2[nH]cc(C)c2c1	1

The final 2 records of the part before come first, to join the parts.
SMILES	ER stress death
COc1ccc(/C(C)=N/NC(=O)c2cccc(Cl)c2)c(OC)c1	-6
Cc1cc(C(=O)c2ccccc2)c2[nH]cc(C)c2c1	1
CCc1c(C)nc2[nH]nc(-c3ccccc3Cl)n2c1=O	-3
CC1(C)CC(=O)C2=C(C1)OC1=C(C(=O)CC(C)(C)C1)C2c1ccc(-c2ccccc2Cl)o1	-7
CC(=O)c1ccc(NC(=O)CSc2nc(C)cc(C)n2)cc1	4
O=c1ccc([N+](=O)[O-])ccc1NCc1ccccc1	5
Cn1c(=O)c([N+](=O)[O-])c(NCc2ccccc2)c2ccccc21	12
O=C1OC2(c3ccc(N4N=N4)cc3Oc3cc(N4N=N4)ccc32)c2ccccc21	4
O=C(/C=C/c1ccc([N+](=O)[O-])o1)c1ccc(Br)cc1	4
CCOC(=O)c1cccc(NC(=O)c2c(OC)cccc2OC)c1	11
COc1ccc(CN2CCN(S(=O)(=O)c3ccc(C)cc3)CC2)cc1OCc1ccccc1	-3
COc1ccc(/C=C2/SC(=O)N(CC(=O)Nc3ccc(F)c(Cl)c3)C2=O)cc1OC	5
COC(=O)c1ccccc1NS(=O)(=O)c1ccc(NC(C)=O)cc1	6
COc1cc(OC)c(C2NC(=S)NC(C)=C2C(=O)Nc2ccc(Cl)cc2)cc1OC (stereo not drawn)	7

Of the compounds above, these have a thiophene ring, fused or not:
SMILES	ER stress death
Cc1cc(OCC(=O)Nc2sc3c(c2C(N)=O)CCC(C)C3)ccc1Cl (stereo not drawn)	2
N#CC1=C(N)Oc2c(sc3ccccc23)C1c1ccc(Br)o1 (stereo not drawn)	3
O=C(CSc1nnc(-c2sc3ccccc3c2Cl)n1-c1ccccc1)c1ccc(F)cc1	8
Cc1ccc(N=Cc2ccc(Br)s2)cc1[N+](=O)[O-]	1
